# STAT1 inh: STAT1 signaling inhibitors, primary screen, cell-based, HTS, luciferase reporter. NIH 3T3 STAT1-luciferase reporter, IFN-gamma, luminescence. 200,000 tested, 0.35% active. inhibition, % at 5.5 µM;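 active = inhibition above a set limit, the mean inhibition across all tested compounds plus 3 SD, cut at about 34% in these data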;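 note: 0% = IFN-gamma with DMSO and 100% = IFN-gamma with 300 µM nifuroxazide; values of inactives mirror those of a sister screen read the other way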
# STAT3 act: IL-6 driven STAT3 reporter potentiators, primary screen, U3A cells, luciferase, luminescence, MLSCN library; IL-6 STAT3-luciferase reporter; 100% = signal with IL-6 EC80 alone; activation (% of control), % at 5.6 µM; 190,000 tested, 0.91% active; AID 871, 2007;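 active = activation above the screen-wide mean of compound activation plus 3 SD, cut at about 130% in these data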;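 note: 0% = background luminescence of wells with medium and substrate only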
#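 System – human U3A cells carrying STAT3-luciferase construct · Probe or stimulus – Interleukin-6, 33 ng/mL · Schedule – compound 1 h, then IL-6 6 h at 37 °C · Signal – luminescence from STAT3-driven luciferase reporter · Evaluation – percent of IL-6-only median luminescence · Benchmarks – IL-6-only high control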
# ROMK primary: ROMK potassium channel modulators, primary screen, cell-based, thallium flux, MLSMR library | Tet-inducible ROMK, thallium flux fluorescence; actives lie on both sides | B-score at 10 µM | 130,000 tested, 2% active | AID 1918, 2009;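 active = signal ratio slope over the read window, or its plate-corrected B-score, at least 3 SD from the plate mean, either direction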;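 note: B-score of the F/F0 ratio slope over 7 to 12 s after thallium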
# Target sequence (P48048 whole entry, looked up): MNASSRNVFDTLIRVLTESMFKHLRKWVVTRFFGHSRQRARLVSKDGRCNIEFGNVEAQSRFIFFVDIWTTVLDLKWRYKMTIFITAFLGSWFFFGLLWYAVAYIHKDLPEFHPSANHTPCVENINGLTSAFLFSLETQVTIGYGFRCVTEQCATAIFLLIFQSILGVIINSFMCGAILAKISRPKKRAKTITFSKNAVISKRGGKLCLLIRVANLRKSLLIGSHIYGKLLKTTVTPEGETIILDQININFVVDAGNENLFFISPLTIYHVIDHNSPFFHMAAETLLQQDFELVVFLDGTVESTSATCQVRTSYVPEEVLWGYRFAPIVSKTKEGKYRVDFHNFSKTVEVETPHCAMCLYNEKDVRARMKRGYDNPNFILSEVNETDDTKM
# TLR4-MyD88 BLA: inhibitors of TLR4-MyD88 association in cells, primary screen, cell-based, HeLa CL3-4, BLA complementation, FRET ratio. 200,000 tested, 0.18% active. inhibition, % at 8.4 µM. HeLa CL3-4 TLR4/MyD88 BLA complementation; in the data active = inhibition above about 25%;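 note: 0% = vehicle and 100% = reference inhibitor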
# STAT3 blocker: IL-6 driven STAT3 reporter inhibitors, primary screen, U3A cells, luciferase, luminescence, MLSCN library; IL-6 STAT3-luciferase reporter; host cell line lacks STAT1; 190,000 tested, 0.89% active; AID 862, 2007; inhibition, % at 5.5 µM;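 active = inhibition above the mean inhibition across all screened compounds plus 3 SD, cut at about 44% in these data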;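 note: 0% = DMSO only wells and 100% = 100 µM nifuroxazide control wells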
# PPARg SRC1 recr: PPARgamma agonists recruiting SRC-1 coactivator, primary screen, biochemical; PPARgamma-SRC-1 coactivator recruitment biochemical assay; Peroxisome proliferator-activated receptor gamma (Homo sapiens), P37231; activation, % at 8 µM; 200,000 tested, 0.41% active; in the data active = activation above about 19%;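 note: 0% = DMSO and 100% = reference agonist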
# SRC2 TRFRET art: TR-FRET signal artefacts, primary screen, artefact control for PPARgamma SRC-2 agonist project, biochemical; AID 1049, 2008; TR-FRET artefact counter-screen; active compounds read high; 200,000 tested, 0.4% active; TR-FRET ratio at 8 µM; in the data active = TR-FRET ratio above about 2000; note: inactives centre near 1500
# RAM inhibit: inhibitors of the yeast RAM network, primary screen, dse1pr::URA3 reporter, 5-FOA selection; S. cerevisiae dse1pr::URA3 reporter, 5-FOA growth OD615, 2 d; analog-sensitive cbk1-as2 kinase mutant strain; inhibition, % at 50 µM; 190,000 tested, 1.8% active;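 active = inhibition above a set limit, 3 SD over mean compound inhibition, cut at about 8.4% in these data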;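 note: 0% = DMSO-only wells with no growth and 100% = 10 µM 1-NA-PP1 full growth; inhibition rescues growth on 5-FOA so higher OD means more RAM inhibition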
# PPARg SRC-3 ag: PPARgamma agonists recruiting SRC-3 coactivator, primary screen, biochemical. 200,000 tested, 0.26% active. activation, % at 8 µM. biochemical PPARgamma/SRC-3 coactivator recruitment assay. Peroxisome proliferator-activated receptor gamma (Homo sapiens), P37231; in the data active = activation above about 23%;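 note: 0% = DMSO and 100% = reference agonist; some compounds past the cut are filed as inactive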
# S1P3 antag: S1P3 receptor antagonists, primary screen, cell-based; Sphingosine 1-phosphate receptor 3 (Homo sapiens), Q99500; 170,000 tested, 0.27% active; CHO S1P3 NFAT-BLA reporter, FRET fluorescence, antagonist mode; inhibition, % at 4.98 µM;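 active = inhibition above the plate cutoff, the mean inhibition of test wells on that plate plus 3 SD, cut at about 28% in these data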;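 note: cells challenged with S1P at its EC80 of 0.8 µM; blue over green emission ratio from cleaved BLA substrate after 4 h stimulation; 0% = S1P-stimulated wells and 100% = unstimulated DMSO-only wells; some compounds past the cut are filed as inactive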
# Target sequence (Q99500 whole entry, looked up): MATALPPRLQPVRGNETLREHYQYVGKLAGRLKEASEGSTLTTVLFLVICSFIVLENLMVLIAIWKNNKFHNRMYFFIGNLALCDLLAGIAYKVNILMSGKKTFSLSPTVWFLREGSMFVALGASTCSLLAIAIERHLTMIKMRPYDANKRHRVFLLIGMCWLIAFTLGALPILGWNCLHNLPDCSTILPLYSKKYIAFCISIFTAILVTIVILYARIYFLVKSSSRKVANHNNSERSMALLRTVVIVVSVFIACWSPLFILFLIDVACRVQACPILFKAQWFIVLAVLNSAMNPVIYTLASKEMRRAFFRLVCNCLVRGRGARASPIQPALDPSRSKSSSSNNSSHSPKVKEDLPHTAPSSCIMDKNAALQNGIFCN
# PPARg SRC2 recr: agonists of PPARg-SRC-2 recruitment, primary screen, biochemical, HTS | AID 1032, 2008 | Peroxisome proliferator-activated receptor gamma (Homo sapiens), P37231 | 200,000 tested, 0.34% active | PPARgamma LBD-SRC-2 recruitment | activation, % at 8 µM; in the data active = activation above about 22%;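 note: 0% = vehicle and 100% = reference agonist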
# * hit, by the source's call; . = not tested or not shown. Hits appear at their usual frequency; any-hit rate near 5.6%.
# Values run as follows: STAT1 inh, STAT3 act, ROMK primary, TLR4-MyD88 BLA, STAT3 blocker, PPARg SRC1 recr, SRC2 TRFRET art, RAM inhibit, PPARg SRC-3 ag, S1P3 antag, PPARg SRC2 recr
COc1ccc(CCN2CC(C(=O)Nc3cccc(C(C)=O)c3)CC2=O)cc1OC (stereo not drawn)
 : 3, 100, -0.38, 5, 0, 1, 1497, -0.4, -4, -4, 1
CCn1c(CN2CCN(Cc3ccc(C)cc3)C(CCO)C2)nc2ccccc21 (stereo not drawn)
 : 2, 96, -1.6, 16, 15, -9, 1419, 1.1, -2, -1, 3
COC(=O)CNC(c1ccccc1)c1cc(Br)ccc1NC(=O)CCN1CCOCC1 (stereo not drawn)
 : 5, 99, ., 5, 1, 5, 1453, 3.0, 0, 4, -11
CC(=O)Nc1ccc2c(c1)OCCO2
 : -2, 102, ., 7, 2, -2, 1460, 1.7, -8, ., -9
COc1cccc(NC(=S)N/N=C2\CC(C)(C)Oc3ccc(O)cc32)c1
 : 11, 96, ., 12, 10, 7, 1584, 3.6, 2, -15, 0
CC(C)(C)c1[nH]nc2c1C(c1ccsc1)C(C#N)=C(N)O2 (stereo not drawn)
 : 32, 105, 0.35, 12, -3, 7, 1443, 0.4, 4, -16, 6
Cc1ccc(SCC(=O)O/N=C(\N)c2ccc([N+](=O)[O-])cc2)cc1
 : -2, 97, ., -6, 15, 3, 1779, 0.1, 3, ., -1
COc1ccccc1CNC(=O)COC(=O)[C@H](Cc1c[nH]c2ccccc12)NC(=O)c1cccs1
 : 5, 103, ., -5, -2, -2, 1645, 3.7, 2, 0, 4
COC(=O)Cn1ccc(N(C)C)c(C#N)c1=O
 : 1, 108, 0.059, 4, -7, 2, 1605, 0.8, -2, 0, 2
CC(C)c1nnc(NC(=O)CSc2nnc(NC(=O)c3c(F)cccc3F)s2)s1
 : -1, 96, 0.32, 2, 11, -2, 1639, 10*, 7, -6, 7
O=C(Nc1cccs1)Nc1c(F)c(F)c(F)c(F)c1F
 : 26, 88, ., -7, 14, -3, 1408, 0.3, -3, -2, -3
CC(=O)n1cc([C@@H]2C=C(C(=O)Nc3ccccc3)O[C@H](OCCCCO)C2)c2ccccc21
 : -5, ., ., -12, ., 6, 1487, 5.4, -2, 8, -3
CCn1nnnc1SCC(=O)NCc1ccc2c(c1)OCO2
 : 3, 102, ., 1, 1, -6, 1542, 0.4, -3, ., -4
Cc1cc(C)nc(Nc2ccccc2Br)n1
 : -5, 97, ., -11, 13, 7, 1618, -0.1, 10, -11, 4
COc1ccc(CNC(=O)COC(=O)c2ccccc2C(=O)c2ccccc2)cc1
 : 11, 110, 0.25, 4, -11, -4, 1692, 1.3, 0, 3, -1
CCOc1cc(C(=O)N(C)Cc2cc3ccccc3[nH]c2=O)cc(OCC)c1OCC
 : 0, 104, 0.39, 14, -1, -9, 1608, 8.8*, -5, 6, 4
CCCc1[nH]nc2c1C(c1cc(OC)cc(OC)c1)C(C#N)=C(N)O2 (stereo not drawn)
 : 1, 100, -0.019, 7, 2, 1, 1394, -1.0, -5, ., -6
O=C(NCc1ccccc1)C(=O)NCC1OCCN1C(=O)c1ccc(Cl)cc1 (stereo not drawn)
 : -2, 99, 0.65, 10, 6, -4, 1699, 4.4, 8, -11, -3
COc1nc(-c2ccc(Cl)cc2)ccc1-c1noc(-c2cccs2)n1
 : -8, 104, ., 9, -4, 4, 1523, 2.0, -2, ., 5
COc1ccc(CN(C(=O)c2cccs2)C(C(=O)NC2CCCCC2)c2ccc3ncccc3c2)cc1 (stereo not drawn)
 : 22, 112, ., -7, -8, 2, 1622, 1.2, 0, ., -6
O=C(CSc1nc2ccccc2n1Cc1ccccc1)N/N=C/c1ccco1
 : 3, 104, ., -11, 3, 6, 1456, 0.1, 4, ., 2
CC1=C/C(=C\c2ccc(Br)o2)C(=O)O1
 : 8, 95, ., 2, 6, 6, 1718, 1.0, 5, -10, -2
O=C(CSc1nc2cc(S(=O)(=O)N3CCOCC3)ccc2o1)NC1CCCc2ccccc21 (stereo not drawn)
 : 6, 99, -2.8, 7, 2, 4, 1685, 2.7, 5, -11, 9
Cc1cccn2c(=O)c3cc(C#N)c(=O)n(-c4c(C)n(C)n(-c5ccccc5)c4=O)c3nc12
 : 10, 110, -0.092, 5, -8, -4, 1473, 1.9, -6, -20, -2
COc1ccc(C(=O)OCC(=O)NCc2ccco2)cc1S(=O)(=O)N1CCN(c2cccc(Cl)c2)CC1
 : 4, 96, -0.65, 12, 10, -4, 1648, 1.7, -2, ., -9
CC1CCC/C(=N\NC(=S)Nc2ccccc2)C1 (stereo not drawn)
 : -3, 102, -0.005, 8, -5, 2, 1634, 1.1, 1, 1, -1
COc1cccc(C2CC(c3ccc(NS(C)(=O)=O)cc3)=NN2C(=O)c2ccccc2)c1OC (stereo not drawn)
 : -8, 96, -0.35, -4, 14, 12, 1884, 1.5, 2, 11, 10
CC(=O)N(C(C)=O)S(=O)(=O)c1ccc(N=NN2CCOCC2)cc1
 : 0, 94, ., 13, 6, 3, 1680, 1.7, 4, 10, 3
CCOc1ccccc1CN1CCN(Cc2nc3c(s2)CCCC3)CC1CCO (stereo not drawn)
 : -3, 105, -1.4, -7, -3, 0, 1395, -1.0, 0, 2, -8
Cc1cc(C)n(C(=O)/C(C#N)=N\Nc2ccccc2[N+](=O)[O-])n1
 : 8, 96, 0.73, -20, 7, -1, 1715, 1.8, -1, 4, 0

# 4 compounds from above with just STAT1 inh and TLR4-MyD88 BLA.
Molecule | STAT1 inh | TLR4-MyD88 BLA
CC(C)(C)c1[nH]nc2c1C(c1ccsc1)C(C#N)=C(N)O2 (stereo not drawn) | 32 | 12
COc1ccc(CNC(=O)COC(=O)c2ccccc2C(=O)c2ccccc2)cc1 | 11 | 4
COc1ccc(CN(C(=O)c2cccs2)C(C(=O)NC2CCCCC2)c2ccc3ncccc3c2)cc1 (stereo not drawn) | 22 | -7
O=C(CSc1nc2cc(S(=O)(=O)N3CCOCC3)ccc2o1)NC1CCCc2ccccc21 (stereo not drawn) | 6 | 7

# More records follow.
# Values run as follows: STAT1 inh, STAT3 act, ROMK primary, TLR4-MyD88 BLA, STAT3 blocker, PPARg SRC1 recr, SRC2 TRFRET art, RAM inhibit, PPARg SRC-3 ag, S1P3 antag, PPARg SRC2 recr
Nc1ncnc2c1CCC2
 : 3, 106, ., -9, -5, 0, 1519, 1.8, -6, -9, 1
O=C(CCSc1nnc2ccccn12)Nc1ccc2c(c1)OCO2
 : -22, 100, ., -9, 3, 8, 1653, 0.9, 3, 3, 6
Cc1ccc(OC(=O)c2ccc(S(=O)(=O)N(C)C)cc2)c(-n2nc3ccccc3n2)c1
 : -16, 112, 0.37, 6, -10, -2, 1341, 2.8, -5, ., 3
Cc1cc(C(=O)OCC(=O)Nc2ncc(C(F)(F)F)cc2Cl)c(C)o1
 : -6, 106, ., 8, -1, 5, 1727, 2.5, 15, -2, 13
CCOC(=O)c1ccc2nc(C)c(CCC(C)=O)c(Cl)c2c1
 : -32, 94, ., -11, 14, 2, 1511, 2.6, 4, ., 13
CCN(CC)C1=NS(=O)(=O)c2cc([N+](=O)[O-])ccc21
 : -7, 101, 0.42, 1, 3, 1, 1666, 0.1, -3, 3, 3
Cc1cc(Cl)ccc1NC(=O)CSc1nnc(Cc2cccs2)n1Cc1ccco1
 : 7, 97, ., -3, 8, 2, 1662, 4.3, -1, -3, 7
O=C(N/N=C/C=C/c1ccccc1)C1CC1(c1ccccc1)c1ccccc1 (stereo not drawn)
 : -3, 99, ., -5, 2, 1, 1387, 3.8, -1, ., 10
CCCC1=C(C(=O)OCC)C(c2ccc(N(C)C)cc2)n2ncnc2N1 (stereo not drawn)
 : 6, 99, ., -9, 6, -2, 1550, -1.0, 15, -3, 4
CC1Cc2ccccc2N1CC(=O)NC(c1ccccc1)c1ccccc1 (stereo not drawn)
 : 10, 91, 0.011, 0, 10, 3, 1615, 6.9, 8, -6, 3
CCCC[N+](C)(C)CCC(=O)NC(C)(C)CS(=O)(=O)[O-]
 : 7, 98, ., -3, 6, 8, 1746, 0.8, -5, ., 3
O=C(O)C1CC=CCC1C(=O)Nc1cc(Cl)ccc1Cl (stereo not drawn)
 : 4, 101, 0.016, -1, 0, -1, 1592, 0.5, -2, 7, 12
COC(=O)c1sccc1NC(=O)Cn1nnc(-c2ccc(C)cc2)n1
 : -4, 103, ., 4, 3, 2, 1468, 1.9, -11, -17, 1
Nc1[nH]c(N=NC(=O)c2ccccc2)c2ccccc12
 : -47, 99, 1.4, -14, -1, 1, 1676, -0.3, 5, -6, 1
CN(C)c1ccc(C(=O)NN2C(=O)c3ccccc3C2=O)cc1
 : -4, 102, 0.1, -16, 3, 6, 1766, 7.9, 4, -9, 8
CCn1cc(C(=O)Nc2ccc(C)cc2C)c(=O)c2ccc(C)nc21
 : -2, 98, 0.39, 6, 8, 3, 1575, -0.5, 0, -11, 7
Cc1cccc(-c2nc3ccccc3c(=O)n2NC(=O)Cc2ccc(Cl)cc2)c1
 : -3, 95, -1.5, -9, 6, 2, 1600, 5.7, 3, -15, 7
COCCn1c(=NC(=O)c2cc(Cl)sc2Cl)sc2cc(S(N)(=O)=O)ccc21
 : -10, 105, 0.15, -13, -9, 5, 1630, 3.3, 0, 2, 3

# Structures listed so far shown as hits in RAM inhibit.
molecule,STAT1 inh,STAT3 act,ROMK primary,TLR4-MyD88 BLA,RAM inhibit,S1P3 antag
CC(C)c1nnc(NC(=O)CSc2nnc(NC(=O)c3c(F)cccc3F)s2)s1,-1,96,0.32,2,10*,-6
CCOc1cc(C(=O)N(C)Cc2cc3ccccc3[nH]c2=O)cc(OCC)c1OCC,0,104,0.39,14,8.8*,6

# 3 records drawn at random from those above, as already listed:
# Values run as follows: STAT1 inh, STAT3 act, ROMK primary, TLR4-MyD88 BLA, STAT3 blocker, PPARg SRC1 recr, SRC2 TRFRET art, RAM inhibit, PPARg SRC-3 ag, S1P3 antag, PPARg SRC2 recr
CC1Cc2ccccc2N1CC(=O)NC(c1ccccc1)c1ccccc1 (stereo not drawn)
 : 10, 91, 0.011, 0, 10, 3, 1615, 6.9, 8, -6, 3
Nc1ncnc2c1CCC2
 : 3, 106, ., -9, -5, 0, 1519, 1.8, -6, -9, 1
CCCC1=C(C(=O)OCC)C(c2ccc(N(C)C)cc2)n2ncnc2N1 (stereo not drawn)
 : 6, 99, ., -9, 6, -2, 1550, -1.0, 15, -3, 4

# Screening data from PubChem BioAssay.
